SENP1 inh = human SENP1 catalytic domain inhibitors, primary screen, biochemical, FRET, uHTS; inhibition, % at 10 µM; recombinant SENP1 catalytic domain, CyPet-SUMO1-YPet FRET cleavage; 0.21% of 360,000 active;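 active = inhibition at least 30% at 10 µM, raw YFP signal under a set limit, fluorescence ratio 0.5 to 1.5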;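 note: 0% = enzyme with DMSO and 100% = no enzyme wells; some results filed as inactive read as strong as hits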
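Assay system – human recombinant His6-tagged SENP1 catalytic domain enzyme · Input – SENP1 enzyme, 20 pM final · Buffer or medium – Tris pH 8 buffer plus EDTA, NaCl, BME, BSA, NP40, catalase · Schedule – 50 min reaction at room temperature · Technique – FRET read of cyan and yellow fluorescence · Control set – no-enzyme wells low, DMSO-plus-enzyme wells high control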
ATG4B inhibitor = ATG4B protease inhibitors, primary screen, biochemical, fluorescence, uHTS | Cysteine protease ATG4B (Homo sapiens), Q9Y4P1 | ATG4B cleavage of LC3-PLA2, NBD-HPC fluorescence, 1 h | inhibition, % at 8.33 µM | 0.51% of 340,000 active; in the data active = inhibition above about 40%
Target sequence (Q9Y4P1 whole entry, looked up): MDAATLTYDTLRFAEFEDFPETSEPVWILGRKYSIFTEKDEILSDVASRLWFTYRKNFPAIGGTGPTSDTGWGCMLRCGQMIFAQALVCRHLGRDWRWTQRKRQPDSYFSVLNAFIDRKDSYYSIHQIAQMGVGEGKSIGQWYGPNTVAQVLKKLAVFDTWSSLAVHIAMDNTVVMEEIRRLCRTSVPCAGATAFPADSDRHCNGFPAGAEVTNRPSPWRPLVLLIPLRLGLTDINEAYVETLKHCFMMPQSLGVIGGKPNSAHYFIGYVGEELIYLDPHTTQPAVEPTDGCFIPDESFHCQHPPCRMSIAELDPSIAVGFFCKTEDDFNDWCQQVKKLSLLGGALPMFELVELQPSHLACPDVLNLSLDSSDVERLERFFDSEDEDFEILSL
MPTP inh = mitochondrial permeability transition pore inhibitors, primary screen, biochemical, isolated mouse mitochondria, absorbance. inhibition, % at 10 µM. Ca2+ swelling absorbance, 30 min. 1.4% of 360,000 active;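 active = inhibition of 50% or more, scaled per plate between neutral and stimulator controls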;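 note: 0% = DMSO wells given calcium and 100% = 1 mM EGTA wells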
PfG6PD inh = PfG6PD enzyme inhibitors, primary screen, biochemical, fluorescence intensity, uHTS; 0.78% of 350,000 active; inhibition, % at 20 µM; glucose-6-phosphate dehydrogenase-6-phosphogluconolactonase (Plasmodium falciparum 3D7); PfGluPho enzyme, NADPH resazurin-diaphorase fluorescence;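 active = inhibition reaching at least a set limit at 20 µM in the primary screen, cut at about 59% in these data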;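 note: 0% = DMSO wells with substrate and 100% = DMSO wells lacking glucose-6-phosphate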
GRIN3A LBD mod = binders of NR3A ligand-binding domain, primary screen, biophysical, differential scanning fluorimetry, uHTS. AID 1259313, 2017. Glutamate receptor ionotropic, NMDA 3A (GRIN3A) ligand-binding domain. NR3A LBD differential scanning fluorimetry, Tm shift; 0% = protein alone, 100% = glycine-bound protein. 2.5% of 340,000 active. Tm shift relative to glycine control, % at 25 µM;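 active = melting temperature shift of at least 10% of the positive control shift, at one fixed dose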
SENP8 block = human SENP8 protease inhibitors, primary screen, biochemical, fluorescence, Nedd8 protein substrate, uHTS. recombinant SENP8. 0.64% of 360,000 active. inhibition, % at 20 µM. AID 602440, 2012; in the data active = inhibition mostly above about 40%, no sharp cut-off; inactive = mostly below about 27%
Target sequence (Q96LD8 whole entry, looked up): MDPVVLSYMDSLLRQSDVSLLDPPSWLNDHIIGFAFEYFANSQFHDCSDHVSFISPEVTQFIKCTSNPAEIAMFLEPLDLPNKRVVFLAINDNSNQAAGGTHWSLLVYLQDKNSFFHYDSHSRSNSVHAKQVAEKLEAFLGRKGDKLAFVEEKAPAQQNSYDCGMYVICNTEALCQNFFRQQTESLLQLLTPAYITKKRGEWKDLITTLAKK
hIAP act = human IAP activators, primary screen, biochemical, luminescence, uHTS. purified human IAP, CDP-Star luminescence, 30 min; stronger effect = higher value; 1 = vehicle-only enzyme, 0 = enzyme-free background. Intestinal-type alkaline phosphatase (Homo sapiens), P09923. activation factor at 10 µM. 0.16% of 330,000 active;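 active = activation factor of the enzyme at least 2-fold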; note: the source names both 10 and 20 µM as test concentration; values of inactives mirror those of a sister screen read the other way
SENP6 inh = SENP6 protease inhibitors, primary screen, biochemical, luminescence, uHTS. Sentrin-specific protease 6 (Homo sapiens), Q9GZR1. Recombinant SENP6 catalytic domain, aminoluciferin luminescence. inhibition, % at 10 µM. 1.8% of 330,000 active;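 active = inhibition above about 50% at the single tested dose, limit read from the data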;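 note: plate controls were DMSO wells with enzyme for no effect and DMSO wells lacking enzyme for full effect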
Target sequence (Q9GZR1 628-1112 limits assumed): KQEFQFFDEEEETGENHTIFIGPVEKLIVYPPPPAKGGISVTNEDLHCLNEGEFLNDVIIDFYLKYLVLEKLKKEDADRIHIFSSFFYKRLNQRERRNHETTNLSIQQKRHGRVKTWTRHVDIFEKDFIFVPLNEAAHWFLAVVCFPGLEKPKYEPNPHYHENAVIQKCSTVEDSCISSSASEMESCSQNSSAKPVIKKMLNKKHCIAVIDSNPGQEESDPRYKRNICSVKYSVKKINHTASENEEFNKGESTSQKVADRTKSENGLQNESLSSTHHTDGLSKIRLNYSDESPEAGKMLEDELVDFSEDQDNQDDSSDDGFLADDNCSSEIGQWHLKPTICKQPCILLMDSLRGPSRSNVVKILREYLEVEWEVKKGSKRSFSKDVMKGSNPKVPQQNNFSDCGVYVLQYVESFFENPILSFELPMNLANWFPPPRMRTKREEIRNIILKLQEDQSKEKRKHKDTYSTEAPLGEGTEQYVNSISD
Starred values were filed as active, the others as inactive; i = inactive; . = no result given.

smiles	MPTP inh	SENP8 block	PfG6PD inh	SENP6 inh	SENP1 inh	ATG4B inhibitor	GRIN3A LBD mod	hIAP act
O=C(NC(C(=O)c1ccccc1)c1ccccc1)c1ccccc1 (configuration not stated)	-0.2	8	6	.	2	-2	2	.
CN(C)c1nc(N(C)C)nc(N(C#N)CN2C(=O)c3ccccc3S2(=O)=O)n1	-1.2	10	13	7	1	-8	2	1.1
COc1ccc(OC)c2sc(NNC(=O)C3COc4ccccc4O3)nc12 (configuration not stated)	0.3	0	-9	-22	1	-4	-1	1.5
COc1ccc(Br)cc1C1Nc2cccc3cccc(c23)N1	0.8	2	33	27	2	10	0	0.96
C=CCn1c(SCC(=O)NCCOC)nc2scc(-c3ccco3)c2c1=O	1.0	-58	24	-9	-9	4	0	0.95
CCc1cc(=O)oc2cc(C)cc(OCc3nn[nH]n3)c12	1.4	-332	-37	9	1	-2	1	0.71
CC(=O)c1ccc(N2CCN(C(=S)Nc3cccc(F)c3)CC2)cc1	0.4	-165	1	7	4	-12	0	0.87
COc1cc(Cl)c(C)cc1N1C(=O)CN(Cc2ccccc2)C1=S	2.5	8	33	9	2	52*	0	0.92
O=C1CSc2ccc(C(=O)O)cc2N1	-0.9	15	-1	-13	0	-6	0	0.93
O=C(NC(Cc1ccccc1)C(=O)NCCc1ccccn1)c1cccs1 (configuration not stated)	0.2	12	37	-16	3	-4	0	0.99
Cc1cc(NC(=O)C2C3C(=O)N(CC4CCCO4)C(C(=O)NC(C)(C)C)C34C=CC2(C)O4)no1 (configuration not stated)	-0.7	3	2	6	2	-27	-1	0.98
O=C(NCc1ccccc1)C1CCN(S(=O)(=O)N2CCCCCC2)CC1	-0.4	17	-8	-14	2	-6	0	0.89
COc1ccc(C(=O)OCC(=O)N2C(C)CCCC2C)cc1[N+](=O)[O-] (configuration not stated)	-0.7	6	-3	-4	1	-6	-1	1
O=C(O)Cc1coc2ccc3ccccc3c12	-4.7	-9	-16	10	1	2	-2	0.87
O=C(Nc1ccccc1)OCc1ccccn1	-0.7	35	-11	15	3	-13	-3	0.93
O=c1c2ccccc2nc2n1C(CSCc1ccc(Cl)cc1Cl)CS2 (configuration not stated)	36	6	46	-12	1	-9	4	0.99
N#CC1=C(S)N(c2ccccc2)C(c2ccc(-c3ccc(Cl)c(Cl)c3)o2)NC1=O (configuration not stated)	5.6	-20	11	10	-15	1	-2	0.78
c1ccc(-c2nc(N3CCCCC3)nc3ccccc23)cc1	3.2	i	6	-8	11	1	4	1
CCOC(=O)Cn1c(-c2ccccn2)nc2ccccc21	0.2	-122	5	5	2	4	0	1
Cn1nc(C(F)(F)F)c2cc(NC(=O)OCc3ccc(F)cc3)sc21	11	16	59*	-14	0	-1	-2	0.95

Some of these compounds in order of number of heavy atoms, rising.
smiles	MPTP inh	SENP8 block	PfG6PD inh	SENP6 inh	SENP1 inh	ATG4B inhibitor	GRIN3A LBD mod	hIAP act
O=C(NCc1ccccc1)C1CCN(S(=O)(=O)N2CCCCCC2)CC1	-0.4	17	-8	-14	2	-6	0	0.89
N#CC1=C(S)N(c2ccccc2)C(c2ccc(-c3ccc(Cl)c(Cl)c3)o2)NC1=O (configuration not stated)	5.6	-20	11	10	-15	1	-2	0.78
Cc1cc(NC(=O)C2C3C(=O)N(CC4CCCO4)C(C(=O)NC(C)(C)C)C34C=CC2(C)O4)no1 (configuration not stated)	-0.7	3	2	6	2	-27	-1	0.98

The listing continues:
smiles	MPTP inh	SENP8 block	PfG6PD inh	SENP6 inh	SENP1 inh	ATG4B inhibitor	GRIN3A LBD mod	hIAP act
CCOC(=O)C1C(=O)CC(C)(O)C(C(=O)OCC)C1c1ccccc1OC (configuration not stated)	0.4	12	2	-21	0	1	1	1
COc1ccc(-n2c(-c3ccccc3)c[n+]3c2CCC3)cc1	-0.9	8	-1	6	1	1	-4	1.1
COc1ccc(CC(=O)Nc2ccc3c(C)cc(=O)oc3c2)cc1OC	1.7	-384	-4	-18	1	-8	2	1
O=[N+]([O-])c1cccnc1-n1cnc2ccccc21	0.5	6	5	14	0	-2	0	0.91
N#CC(=C(O)COC(=O)CCCNC(=O)c1ccc(Cl)cc1)c1nc2ccccc2[nH]1	-0.2	-79	-22	.	-55	-6	-6	.
COc1ccc(NC2=CC(c3ccccc3)N(c3ccc(OC)cc3)C2=O)cc1 (configuration not stated)	-2.8	-239	-1	-2	-30	-4	2	1
N#Cc1ccc(COc2cccnc2[N+](=O)[O-])cc1	1.2	3	-5	-9	1	-11	-1	0.92
COc1ccccc1/C=C/C(=O)OCC(=O)NC1CC1	0.8	-278	9	1	2	-8	0	0.94
O=C(Nc1cccc(F)c1)c1cccc2c1C(=O)N(C1CCCCC1)C2	2.0	12	9	-5	0	-4	2	1
CN(C)/C=N/c1ncnc2c1cnn2-c1ccc(C(F)(F)F)cn1	0.3	16	-9	.	2	8	2	.

Rewritten with values under each structure: 14 of the compounds above
Results follow in this order: MPTP inh, SENP8 block, PfG6PD inh, SENP6 inh, SENP1 inh, ATG4B inhibitor, GRIN3A LBD mod, hIAP act
O=c1c2ccccc2nc2n1C(CSCc1ccc(Cl)cc1Cl)CS2 (configuration not stated)
→ 36, 6, 46, -12, 1, -9, 4, 0.99
N#CC1=C(S)N(c2ccccc2)C(c2ccc(-c3ccc(Cl)c(Cl)c3)o2)NC1=O (configuration not stated)
→ 5.6, -20, 11, 10, -15, 1, -2, 0.78
c1ccc(-c2nc(N3CCCCC3)nc3ccccc23)cc1
→ 3.2, i, 6, -8, 11, 1, 4, 1
CCOC(=O)Cn1c(-c2ccccn2)nc2ccccc21
→ 0.2, -122, 5, 5, 2, 4, 0, 1
Cn1nc(C(F)(F)F)c2cc(NC(=O)OCc3ccc(F)cc3)sc21
→ 11, 16, 59*, -14, 0, -1, -2, 0.95
CCOC(=O)C1C(=O)CC(C)(O)C(C(=O)OCC)C1c1ccccc1OC (configuration not stated)
→ 0.4, 12, 2, -21, 0, 1, 1, 1
COc1ccc(-n2c(-c3ccccc3)c[n+]3c2CCC3)cc1
→ -0.9, 8, -1, 6, 1, 1, -4, 1.1
COc1ccc(CC(=O)Nc2ccc3c(C)cc(=O)oc3c2)cc1OC
→ 1.7, -384, -4, -18, 1, -8, 2, 1
O=[N+]([O-])c1cccnc1-n1cnc2ccccc21
→ 0.5, 6, 5, 14, 0, -2, 0, 0.91
N#CC(=C(O)COC(=O)CCCNC(=O)c1ccc(Cl)cc1)c1nc2ccccc2[nH]1
→ -0.2, -79, -22, ., -55, -6, -6, .
COc1ccc(NC2=CC(c3ccccc3)N(c3ccc(OC)cc3)C2=O)cc1 (configuration not stated)
→ -2.8, -239, -1, -2, -30, -4, 2, 1
N#Cc1ccc(COc2cccnc2[N+](=O)[O-])cc1
→ 1.2, 3, -5, -9, 1, -11, -1, 0.92
COc1ccccc1/C=C/C(=O)OCC(=O)NC1CC1
→ 0.8, -278, 9, 1, 2, -8, 0, 0.94
O=C(Nc1cccc(F)c1)c1cccc2c1C(=O)N(C1CCCCC1)C2
→ 2.0, 12, 9, -5, 0, -4, 2, 1

Following part:
smiles	MPTP inh	SENP8 block	PfG6PD inh	SENP6 inh	SENP1 inh	ATG4B inhibitor	GRIN3A LBD mod	hIAP act
CN1CCN(CCCNc2nc3ccccc3c3nc(-c4ccccc4)nn23)CC1	-0.3	-13	13	.	2	-12	-1	.
CCCCc1nnc(NC(=O)c2ccc(OCc3c(C)noc3C)cc2)s1	-0.1	0	-11	4	2	9	0	1.1
Cc1ccc(NC2CCCN(C(=O)c3cccs3)C2)cc1C (configuration not stated)	0.0	12	9	7	-3	21	1	1.1
CN1CCN(c2ccc(NC(=O)COc3ccccc3Cl)cc2)CC1	-1.0	28	-7	0	-1	-13	1	1.1
CN(C)S(=O)(=O)c1ccc(NC(=S)NC(=O)C2CCC2)cc1	0.8	8	-24	-4	3	2	5	1.1
Cc1cc(Br)cc(C)c1NC(=O)c1ccccc1[N+](=O)[O-]	-2.1	27	-1	-7	1	3	1	1.2
COc1ccc2cnn(-c3ccc(OC(F)(F)F)cc3)c(=O)c2c1OC	-0.1	-20	15	-18	0	-1	1	1.1
Cc1ccc(NC(=S)N2CCN(C)CC2)c(C)c1	-1.7	2	-8	-8	0	-9	1	0.9
O=C(c1cccc(Br)c1)c1cn(-c2ccccc2)nc1C(=O)c1ccccc1	4.0	18	-1	9	0	-10	0	1
Cc1ccc2c(CC(=O)OCn3nnc4ccccc4c3=O)coc2c1	-1.6	23	-13	-12	4	8	0	0.92
Cc1noc(C)c1CSc1nnc2n(-c3ccccc3)c(=O)c3ccccc3n12	0.0	5	13	11	-1	-3	0	0.99
Cc1csc(NC(=O)Cc2ccccc2Cl)n1	-0.5	-2	1	4	-10	-5	0	1
CN1CCN(NC(=O)c2c(-c3ccccc3)sc3ccccc23)CC1	0.3	14	-9	-16	2	8	-1	1
CCOC(=O)C1CCCN(CC(=O)c2ccc(F)cc2)C1 (configuration not stated)	-1.6	4	-2	-3	-5	-1	0	1
COc1ccc(C(=O)NN=C2CCCC2)cc1OC	-0.3	11	-7	-1	3	-5	0	0.98
O=C(CSc1nnc(Nc2ccccc2F)s1)NC(=O)CN1CCCC1=O	-1.0	2	9	33	1	-12	1	1
COC(=O)c1oc(-c2ccc(Cl)cc2)nc1C	0.6	2	1	-6	0	0	-1	1
COc1ccc(N(CC(=O)Nc2ccc(F)cc2F)S(=O)(=O)c2c(C)nn(C)c2C)cc1	-0.6	14	-4	-2	2	4	-1	1.2
CCc1ccc(N=C2NC(=O)/C(=C/c3cc(OC)c(O)c(OC)c3)S2)cc1	2.1	-192	7	26	-26	-4	3	1.5
COCC(=O)Nc1ccc(S(=O)(=O)NCCc2ccccc2)cc1	1.1	10	-9	11	2	16	-1	1
C=CCn1c(SCC(N)=O)nc(C)cc1=O	-2.8	18	3	-6	2	-8	1	0.9
O=C(O)c1ccc(-n2cccc2/C=C2/NC(=O)N(c3cccc(Cl)c3)C2=O)cc1	0.7	-119	-14	.	-22	5	-15	.
O=C1CN(C(=O)c2ccccc2F)C(c2ccc(F)cc2)c2cc(Br)ccc2N1 (configuration not stated)	1.6	12	8	-9	-1	-7	-1	0.94
COc1ccc(-c2cc(C)no2)cc1S(=O)(=O)N(C)c1ccc(C)cc1	-1.1	12	-3	0	4	-5	0	1.2
O=C(OC1CCOC1=O)c1cc(-c2cccc(Br)c2)nc2ccccc12 (configuration not stated)	-0.5	-48	-6	-5	3	-10	3	0.96
Cc1ccc2c(CN3CCN(S(=O)(=O)c4ccccc4C(F)(F)F)CC3)cc(=O)oc2c1	2.8	-28	-8	6	-1	2	0	1.1
COCCCNC(=O)/C(=C\c1cccn1C)NC(=O)c1cccs1	4.5	7	-6	1	2	5	4	0.95
C=CCC1NS(=O)(=O)OCC1C(C)C (configuration not stated)	-0.4	8	1	-11	-2	9	1	1.2
Cc1ccc(/C=C/C(=O)NCc2cccs2)cc1	-2.8	5	32	42	4	-7	0	0.95
Cc1ccc(-c2nc(C)sc2CC(=O)Nc2nnc(C)s2)cc1	-0.6	17	7	-5	2	-7	-3	1.1
COC(=O)c1cc(OC)c(OC)cc1NC(=S)NC(=O)c1ccco1	2.0	-161	5	-5	5	-7	0	1.1
COc1cc(/C=C(\C#N)C(=O)Nc2ccc(SC(F)F)cc2)cc(OC)c1OC	44	-33	-1	-1	-9	-5	0	1
O=C(c1cc(-c2cccc(O)c2)on1)N1CCCCC1	-0.3	4	-15	-8	2	3	0	1.2
O=C(COC(=O)C12CC3CC(CC(Br)(C3)C1)C2)Nc1ccc2[nH]c(=O)[nH]c2c1	-2.8	-73	1	-13	-15	-5	0	1.2
O=C(O)/C(=N/NC(=O)c1ccc(Cl)cc1)c1ccccc1	1.2	0	-10	8	1	-7	2	1.3
